# Source: PubChem BioAssay (National Center for Advancing Translational Sciences (NCATS))
# AMA1 RON2 block: AMA1-RON2 (P. falciparum) interaction inhibition; AlphaScreen AMA1-biotinylated RON2 peptide binding; Potency, µM (series often up to 58.2 µM), for inactives: at the highest dose activity change, negative = inhibition, hits mostly inhibitors; AID 720542; 360,000 compounds, 0.2% hits;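 also: potency is read from the fitted curve at half-maximal effect; 0% = vehicle wells and -100% = peptide control; nearly all actives have a fitted effect of over 45% in size; some results filed as inactive show a strong effect at the top dose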
#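 AMA1 (3D7) with his tag at 25 nM final met compounds first, then biotinylated RON2 peptide at 25 nM; detection used donor plus acceptor beads, 10 µg/mL apiece, read by AlphaScreen after 30 min at room temperature.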
# AmpC no deterg: inhibitors of E. coli AmpC beta-lactamase without detergent; P00811; AmpC nitrocefin hydrolysis, absorbance 480 nm, 0.0001% Triton; Potency, µM (series often up to 57.1 µM), inactives show at the highest dose activity change, negative = inhibition, hits mostly inhibitors; 330,000 compounds, 0.52% hits; AID 485341;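 also: potency is read from the fitted curve at half-maximal effect; plate controls were no compound for no effect and no enzyme for full effect; nearly all actives have a fitted effect of over 20% in size; some results filed as inactive show a strong effect at the top dose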
# Target sequence (P00811 whole entry, looked up): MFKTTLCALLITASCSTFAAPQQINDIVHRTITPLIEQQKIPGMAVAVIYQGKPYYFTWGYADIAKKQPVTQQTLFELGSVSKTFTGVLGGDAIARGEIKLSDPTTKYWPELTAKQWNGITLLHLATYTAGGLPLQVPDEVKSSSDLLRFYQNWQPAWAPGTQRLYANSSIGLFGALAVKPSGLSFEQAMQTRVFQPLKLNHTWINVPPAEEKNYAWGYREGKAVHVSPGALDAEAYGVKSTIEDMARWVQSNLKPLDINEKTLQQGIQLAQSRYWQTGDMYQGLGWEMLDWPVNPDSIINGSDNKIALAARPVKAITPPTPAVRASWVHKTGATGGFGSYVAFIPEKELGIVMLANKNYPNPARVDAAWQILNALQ
#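 20 mM phosphate pH 7.0 + 0.01% (detergent screen) or 0.0001% Triton X-100; 5.3 nM AmpC reagent; cpd preinc 15 min RT; nitrocefin (800 uM stock) to start; A480 q20 s × 4 min; Activity was normalised to no-enzyme and no-compound control wells.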
# HCMV antiviral: blocks human cytomegalovirus replication. 410,000 compounds, 4.5% hits. activity change, negative = inhibition, % at 57.5 µM. AID 1259415. HFF cells, HCMV-luciferase reporter, 72 h; stronger effect = lower value; in the data active = activity change below about -60%; inconclusive = no clear call, values can overlap the other calls; inactive = above about -39%
#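 Compounds were evaluated in HFFs infected with an HCMV luciferase reporter virus (MOI 1 PFU/cell). Luciferase in lysates collected 72 h post infection served as the replication measure.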
# AmpC detergent: inhibitors of E. coli AmpC beta-lactamase with detergent | AmpC hydrolysis of nitrocefin, absorbance 480 nm, 0.01% Triton | P00811 | 370,000 compounds, 0.041% hits | Potency, µM (top dose mostly 114 µM), for inactives: at the highest dose activity change, negative = inhibition, most hits filed as inhibitors;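 also: potency is read from the fitted curve at half-maximal effect; 0% = no-compound wells and -100% = no-enzyme wells; nearly all actives have a fitted effect of over 25% in size; some results filed as inactive show a strong effect at the top dose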
#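 20 mM phosphate pH 7.0 + 0.01% (detergent screen) or 0.0001% Triton X-100; 5.3 nM AmpC reagent; cpd preinc 15 min RT; nitrocefin (800 uM stock) to start; A480 q20 s × 4 min; Activity was normalised to no-enzyme and no-compound control wells.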
# Sm TGR block: S. mansoni TGR enzyme inhibition; Q962Y6; purified TGR, DTNB reduction, TNB absorbance 405 nm; Potency, µM (doses to about 114 µM), inactives show at the top dose activity change, negative = inhibition, usual class: inhibitors; 360,000 compounds, 3% hits; also: potency is read from the fitted curve at half-maximal effect; nearly all actives have a fitted effect of over 60% in size
#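 TGR 20 nM + NADPH 100 uM (dispensed conc.), cpd preinc 15 min RT; start with NADPH (500 uM addition) then DTNB (15 mM addition). Kinetic TNB absorbance, 405 nm filter. Four-parameter Hill fit across titration.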
# FBPA Giardia inh: inhibitors of Giardia lamblia fructose-1,6-bisphosphate aldolase; A8B2U2; purified Giardia FBPA; Potency, µM (highest dose often 59.6 µM), for the others: at the highest dose activity, negative = inhibition, hits mostly inhibitors; 290,000 compounds, 0.71% hits; AID 2451; also: potency is read from the fitted curve at half-maximal effect; nearly all actives have a fitted effect of over 55% in size
# Target sequence (A8B2U2 whole entry, looked up): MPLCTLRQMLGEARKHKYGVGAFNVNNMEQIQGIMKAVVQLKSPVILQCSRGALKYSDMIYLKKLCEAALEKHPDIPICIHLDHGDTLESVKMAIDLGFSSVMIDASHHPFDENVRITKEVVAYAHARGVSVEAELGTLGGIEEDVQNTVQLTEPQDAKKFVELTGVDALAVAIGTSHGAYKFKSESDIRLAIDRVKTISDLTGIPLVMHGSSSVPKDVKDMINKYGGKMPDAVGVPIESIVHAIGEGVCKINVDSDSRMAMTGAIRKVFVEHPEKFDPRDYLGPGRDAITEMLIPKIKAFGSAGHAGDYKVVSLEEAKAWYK
#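 Giardia FBPA (40 nM reagent) was preincubated 10 min at RT with compound (up to 57.5 uM final), then substrate plus GAPDH/TPI/NAD/arsenate coupling system with diaphorase/resazurin was added; resorufin fluorescence (525/598 nm) was read after 20 min.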
# Numbers without * were called inactive; ? = inconclusive; / = no result given; & = joins results of further samples; [ ] = another dose, or the depositor's remark. Unless noted, calls follow the shape of the dose curve; as a rule, active = well fitted curve in the direction sought with a large enough effect; inconclusive = small, poorly fitted or top-dose-only effect, or another doubt; inactive = no such curve, though single readings can be large; an effect the other way counts as inactive or inconclusive. Unless noted, % is scaled to controls: 0 for no effect and ±100 for the full control effect.
1) CCS(=O)(=O)c1nc(S(=O)(=O)c2ccc(C)cc2)c(NCCN2CCOCC2)s1
2) CC(C)(C)OC(=O)N1CCN(C(=O)c2nc[nH]c2C(=O)N2CCN(C(=O)OC(C)(C)C)CC2)CC1
3) Cc1cc(C)n(C(=O)CN2C(=O)c3ccccc3C2=O)n1
4) COc1cccc(CNC(=O)C(CC(C)C)NS(=O)(=O)c2ccc3c(c2)oc(=O)n3C)c1 (stereo unspecified)
5) Cn1cc(Br)c(C(=O)NC(=S)N2CCN(c3ccccn3)CC2)n1
6) CCN(c1ccccc1)S(=O)(=O)c1ccc(Cl)nc1
7) COc1ccc(NC(=O)Cn2c(=O)nc(-c3ccccc3)c3ccccc32)cc1OC
8) O=C(c1coc2ccccc2c1=O)N1CCN(c2cccc(C(F)(F)F)c2)CC1
screen / no.	1	2	3	4	5	6	7	8
AmpC detergent	4.8%	-2.5%	?	-11.8%	-4.5%	0.7%	-1.9%	-2.0%
FBPA Giardia inh	/	/	7.6%	/	-24.1%	5.9%	/	0.2%
AMA1 RON2 block	-2.4%	7.3%	4.2%	/	25.7%	-1.7%	/	-3.2%
HCMV antiviral	-32.6	-8.4	-2.4	16.9	71.3	2.9	-22.9	-11.2
AmpC no deterg	67.7%[activator]	25.5%	-3.5%	/	-16.2%	-16.8%	/	43.4%
Sm TGR block	-34.3%	0.2%	3.8%	?	-10.3%	5.5%	-2.1%	-1.3%

9) CS(=O)(=O)N1CCN(C(=O)Cc2ccccc2Cl)CC1
10) COc1ccc(/C=N/N2C(=O)CN(C(=O)c3ccccc3)C2c2ccc(OC)cc2)cc1 (stereo unspecified)
11) COc1cc(OC)c(N(C)S(=O)(=O)c2cccc(C(=O)OCC(=O)N3CCOCC3)c2)cc1Cl
12) CCC12CN3CC(CC)(CN(C1)C3c1ccc(OCc3ccccc3)cc1)C2=O (stereo unspecified)
13) CCOc1ccc(C(=O)Nc2ccc(-c3nc4ccccc4[nH]3)cc2)cc1[N+](=O)[O-]
14) O=C(Nc1ccccc1C(=O)NCc1ccccc1)C1=CSCCO1
15) CC(C)CN=c1cc(-c2ccccc2)oc2ccc(Cl)cc12
16) CCOC(=O)CSc1nc2cc(C(F)(F)F)cnc2n1C
screen / no.	9	10	11	12	13	14	15	16
AmpC detergent	-3.5%	2.8%	/	23.7%	-6.4%	0.2%	?	-6.4%
FBPA Giardia inh	2.2%	-1.0%	/	/	-0.1%	/	2.1%	-25.8%
AMA1 RON2 block	-3.1%	-2.1%	3.5%	/	-7.5%&-11.0%	2.1%	-9.5%	-4.8%
HCMV antiviral	-9.0	12.6	1.4	14.7	11.0	-26.3	20.3	-7.5
AmpC no deterg	-38.7%	58.1%	198.6%[activator]	/	-14.8%	-26.9%	-32.5%	12.7%
Sm TGR block	7.4%	-0.8%	/	0.7%	-0.9%	2.6%	0.4%	-2.9%

17) CC(C)(C)n1nnnc1SCC(=O)Nc1nn(-c2ccccc2)nc1C(N)=O
18) Cc1cccc(NS(=O)(=O)c2ccc3[nH]c(=O)[nH]c3c2)c1C
19) Cc1cc(C)c(NC(=O)C2CCCCN2C)c(C)c1 (stereo unspecified)
20) S=C(NCCN1CCOCC1)Nc1ccc(Cl)cc1Cl
21) Cc1nn(Cc2ccc(Cl)c(Cl)c2)c(C)c1NC(=O)c1noc2c1CCc1ccccc1-2
22) CC(=O)c1ccc(NC(=O)C2CCN(c3nnc(C)c4c(C)n(-c5ccccc5)nc34)CC2)cc1
23) CC(OC(=O)CCCC(=O)Nc1ccc(F)cc1)C(=O)c1ccccc1 (stereo unspecified)
24) COc1ccc(C(=O)C(CCCCC(CN(C)C)C(=O)c2ccc(OC)cc2)CN(C)C)cc1 (stereo unspecified)
screen / no.	17	18	19	20	21	22	23	24
AmpC detergent	-14.3%	-2.9%&20.6%	?	-13.8%	6.3%	0.2%	2.5%	?
FBPA Giardia inh	-3.2%	7.6%	-11.4%	1.1%	/	/	/	-0.1%
AMA1 RON2 block	1.9%	2.4%	7.5%	16.6%	/	/	5.3%	13.8%
HCMV antiviral	-17.1	-37.9&-4.9	-39.0	-22.9	-39.5	0.0	-32.4	?
AmpC no deterg	-14.0%	-12.3%	-3.1%	-18.8%	/	/	-3.6%	38.5%
Sm TGR block	1.3%	1.1%&5.9%	-5.4%	-0.6%	12.4%	-21.9%	0.2%	-38.4%

25) CC(Sc1ncnc2ccccc12)C(=O)Nc1ccc2c(c1)OCO2 (stereo unspecified)
26) COc1ccc(/C(O)=C2/C(=O)C(=O)N(CCN3CCOCC3)C2c2ccc(C)cc2)cc1 (stereo unspecified)
27) CC(=O)c1ccc(N2CCN(S(=O)(=O)c3ccc4c(c3)NC(=O)CO4)CC2)cc1
28) Cc1cc(C)c2c(CN3CC(C)OC(C)C3)cc(=O)oc2c1C (stereo unspecified)
29) COc1ccc(CNC(=O)Cn2c(=O)oc3cc(S(=O)(=O)N4CCC(C)CC4)ccc32)cc1
30) Cc1ccc(CNC(=O)Cn2cc(S(=O)(=O)Cc3cccc(Cl)c3)c3ccccc32)cc1
31) CCN(CC)C(=O)OCc1c(-c2cccc(OC)c2)ncc2ccccc12
32) CC(C)Cc1cc(C(=O)N2CCCC(C(=O)c3cc(F)ccc3F)C2)no1 (stereo unspecified)
screen / no.	25	26	27	28	29	30	31	32
AmpC detergent	0.6%	-1.3%	-2.8%	0.2%	-6.0%	5.4%	0.1%	6.5%
FBPA Giardia inh	-4.2%	/	/	-1.7%	/	/	/	/
AMA1 RON2 block	-13.9%	2.4%	3.2%	-7.0%	/	/	1.3%	-3.2%
HCMV antiviral	21.9	?	9.0	?	-0.9	0.0	-17.1	-1.3
AmpC no deterg	-35.9%	-7.1%	-10.1%	25.4%	/	/	42.6%	21.2%
Sm TGR block	-3.1%	-3.0%	-9.1%	0.3%	-3.1%	7.1%	-8.3%	-28.0%

# Complete entries, quoted from the list. Values in the order: AmpC detergent, FBPA Giardia inh, AMA1 RON2 block, HCMV antiviral, AmpC no deterg, Sm TGR block
# Entry for CC(C)Cc1cc(C(=O)N2CCCC(C(=O)c3cc(F)ccc3F)C2)no1 (stereo unspecified) → 6.5%, /, -3.2%, -1.3, 21.2%, -28.0%
# Entry for CCN(CC)C(=O)OCc1c(-c2cccc(OC)c2)ncc2ccccc12 → 0.1%, /, 1.3%, -17.1, 42.6%, -8.3%
# Entry for CC(Sc1ncnc2ccccc12)C(=O)Nc1ccc2c(c1)OCO2 (stereo unspecified) → 0.6%, -4.2%, -13.9%, 21.9, -35.9%, -3.1%
# Entry for Cc1cc(C)c2c(CN3CC(C)OC(C)C3)cc(=O)oc2c1C (stereo unspecified) → 0.2%, -1.7%, -7.0%, ?, 25.4%, 0.3%

# Remaining list, next part:
33) O=C(CCCN1C(=O)CCC1=O)Nc1ccc(Br)cc1F
34) OCCC1CN(Cc2nc3c(s2)CCCC3)CCN1CCc1ccccc1 (stereo unspecified)
35) COc1cc(C=O)ccc1OCCOCCOc1c(C)cc(Cl)cc1Cl
36) CC(C)c1nnc(NC(=O)CCC(=O)N2CCN(c3ccccc3F)CC2)s1
37) CCn1c(=O)cc(OCC(=O)N2CCN(c3ccc(C(C)=O)cc3)CC2)c2ccccc21
38) CC(C)Cc1ccc(S(=O)(=O)NCc2nc3cccnc3n2Cc2ccccc2)cc1
39) CCc1nc(N2CCN(S(C)(=O)=O)CC2)c2c3c(sc2n1)CCCC3
40) COc1ccccc1C(C[N+](=O)[O-])c1c[nH]c2ccccc12 (stereo unspecified)
screen / no.	33	34	35	36	37	38	39	40
AmpC detergent	-1.3%	3.1%	-4.3%	-3.7%	17.7%	-0.7%	6.0%	2.9%
FBPA Giardia inh	5.2%	-6.4%	-8.1%	/	/	/	0.0%	-11.3%
AMA1 RON2 block	1.6%	7.2%	20.4%	-3.8%	/	/	-8.4%	-20.7%
HCMV antiviral	2.2	-24.4	15.3	43.3	21.6	19.1	-36.4	13.8
AmpC no deterg	-9.9%	133.0%[activator]	42.2%	62.9%[activator]	/	/	101.3%[activator]	-40.5%
Sm TGR block	9.4%	-13.5%	0.5%	-7.8%	5.7%	1.4%	17.3%	3.7%

41) O=C(N/N=C/c1cccc(O)c1)C(=O)N1CCCCCC1
42) C=CCOc1ccc(CNCc2cccnc2)cc1
43) Cc1cnc(C(=O)OCC(=O)c2ccc(C3CCCCC3)cc2)cn1
44) CCOc1ccc(N2C(=O)/C(=C/c3ccc(C)o3)C(=O)NC2=S)cc1
45) COc1cccc(CN(C)C(=O)c2cc(S(=O)(=O)NC3CCCCC3)ccc2C)c1OC
46) C/C(=N\NC(=O)CNC(=O)C(c1ccccc1)c1ccccc1)c1ccc(C(C)(C)C)cc1
47) C/C(=N\NC(=O)CN1CCN(S(=O)(=O)c2ccc(C)cc2)CC1)c1ccc(O)cc1
48) CC1CCN(C(=O)COC(=O)COc2ccccc2C#N)CC1
screen / no.	41	42	43	44	45	46	47	48
AmpC detergent	-13.5%	-11.6%	?	-8.7%	3.3%	?	-5.2%	-1.4%
FBPA Giardia inh	3.8%	-12.9%	/	?	/	-2.4%	0.8%	/
AMA1 RON2 block	4.1%	-3.2%	14.0%	33.6%[activator]	0.9%	20.3%	11.3%	2.4%
HCMV antiviral	12.4	-4.3	8.0	1.7	-8.4	-75.6*	?	?
AmpC no deterg	-27.2%	-17.8%	?	-35.0%	48.9%	-37.5%	18.4%	-25.5%
Sm TGR block	10.0%	3.7%	4.6%	1.41µM*	-27.2%	-1.3%	2.2%	0.1%

49) COc1cc(NC(=O)C2CC(=O)N(Cc3ccco3)C2)c(OC)cc1Cl (stereo unspecified)
50) O=C(NCCc1csc2nc(-c3ccc(F)cc3)nn12)c1ccco1
51) Cc1cc2ccccc2nc1SCC(=O)NC1CCCC1
52) COc1ccc(NS(=O)(=O)c2ccc(C(=O)NCC3(N4CCOCC4)CCCCC3)cc2)cc1
53) CCn1c(CNc2ccc(F)cc2)nnc1SCC(=O)Nc1ccccc1OC
54) Cc1ccccc1-c1cc(=O)c2c(O)cccc2o1
55) CCN1CCN(c2cn[nH]c(=O)c2Cl)CC1
56) Cn1c(CNC(=O)CCNC(=O)c2cccc(Cl)c2)cc(=O)n(C)c1=O
screen / no.	49	50	51	52	53	54	55	56
AmpC detergent	0.9%	2.3%	-0.2%	/	-1.6%	11.5%	6.1%	-4.3%
FBPA Giardia inh	/	/	?	/	1.5%	-5.9%	-4.5%	/
AMA1 RON2 block	-10.5%	/	6.9%	-17.4%	-13.6%	-3.5%	13.3%	-3.4%
HCMV antiviral	61.7	-6.6	?	-4.9	32.2	-23.1	40.5	-17.4
AmpC no deterg	2.9%	/	-4.9%	-43.5%	8.0%	-37.6%	-0.4%	-2.1%
Sm TGR block	-20.8%	-2.5%	5.1%	/	-14.5%	1.8%	/	11.3%
